ELG1 genotoxic – inducers of genotoxicity in HEK293T ELG1-luciferase cells. HEK293T ELG1-luciferase reporter, luminescence, 16 h. Potency, µM (top dose mostly 46 µM), inactives show top-dose activity change, positive = activation, most hits filed as activators. 1.3% of 330,000 active. AID 504466; further: % of control where 0% means no effect; nearly all actives have a fitted effect of over 60% in size
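Screening used a luciferase reporter fused to human ELG1 in HEK293T cells. Luminescence was read on a CCD plate imager after 16 hr exposure and 30 min ONE-Glo incubation.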
BRCA1 expr act – activators of BRCA1 expression; Potency, µM (doses to about 46.1 µM), for the others: at the top dose activation, most hits filed as activators; MCF7-BRCA1-FFLuc reporter, luminescence, 48 h; response scale: scaled: vehicle 0%, 10 µM genistein 100%; 1.1% of 380,000 active; further: nearly all actives have a fitted effect of over 80% in size; some results filed as inactive show a strong effect at the top dose
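Quantitative HTS in MCF7 cells stably reporting BRCA1 expression via firefly luciferase. Compound treatment lasts 48 h at 37 °C in phenol-red free MEM. Activation is expressed relative to genistein at 10 microM and DMSO.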
NPC1 prom act – activates the NPC1 promoter; 2.4% of 320,000 active; Huh7 NPC1 promoter luciferase reporter, 24 h; Potency, µM (highest dose often 9.22 µM), without a hit: at the highest dose activation, hits mostly activators;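 further: % of control where 0% means no effect; nearly all actives have a fitted effect of over 60% in size; reporter is driven by a mutant NPC1 promoter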
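Compounds in DMSO were transferred onto Huh7 NPC1-luciferase reporter cells pre-incubated 2 h; after 24 h at 37 °C, Amplite reagent was dispensed and luminescence recorded 10 min later.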
FLuc modulator – firefly luciferase modulation, counter-screen for miR-21 project; purified FLuc, Km substrates, luminescence inhibition; Potency, µM (doses to about 57.5 µM), for inactives: at the highest dose activity change, negative = inhibition, hits mostly inhibitors; 6.9% of 360,000 active;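 further: plate controls were vehicle for no effect and reference inhibitor for full effect; nearly all actives have a fitted effect of over 55% in size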
Target sequence (P08659 whole entry, looked up): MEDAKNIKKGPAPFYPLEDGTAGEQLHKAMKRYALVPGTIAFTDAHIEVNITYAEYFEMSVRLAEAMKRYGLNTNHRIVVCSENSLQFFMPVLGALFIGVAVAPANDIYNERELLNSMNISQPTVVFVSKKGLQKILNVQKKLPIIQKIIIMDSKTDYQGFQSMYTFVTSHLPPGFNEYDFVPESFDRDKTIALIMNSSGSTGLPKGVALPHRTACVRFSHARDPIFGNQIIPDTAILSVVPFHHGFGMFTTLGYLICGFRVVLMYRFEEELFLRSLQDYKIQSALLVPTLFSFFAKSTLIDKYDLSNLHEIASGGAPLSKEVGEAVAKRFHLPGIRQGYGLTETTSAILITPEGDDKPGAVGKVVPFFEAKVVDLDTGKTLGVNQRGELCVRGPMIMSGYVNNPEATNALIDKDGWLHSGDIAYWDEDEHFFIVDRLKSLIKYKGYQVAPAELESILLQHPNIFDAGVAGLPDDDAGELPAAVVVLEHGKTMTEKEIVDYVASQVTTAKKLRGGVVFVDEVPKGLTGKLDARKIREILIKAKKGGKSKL
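Purified P. pyralis luciferase, 10 nM final, with Km-level 10 uM D-luciferin and 10 uM ATP in 50 mM Tris acetate pH 7.5, 10 mM Mg acetate, 0.01% Tween-20, 0.05% BSA; 6-point qHTS titration about 60 µM downward; luminescence read.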
MBNL1 CUG block – MBNL1-poly(CUG) RNA binding inhibition; Q9NR56; TR-FRET MBNL1-His/biotin-(CUG)12 binding, 665/545 ratio; Potency, µM (highest dose often 57.5 µM), for inactives: at the highest dose activity change, negative = inhibition, actives largely listed as inhibitors; 0.036% of 280,000 active; AID 2675; active means well fitted inhibition curve with a large enough effect in the signal ratio, with a control signal flat, not every such curve was filed as active; inconclusive means small, poorly fitted or top-dose-only effect, or effect the other way, or a change in a side signal; inactive means no such curve, though single readings can be large or run the other way; the % refers to the signal ratio; further: on the % scale 0 is the no-effect control and ±100 the full control effect
Target sequence (Q9NR56 whole entry, looked up): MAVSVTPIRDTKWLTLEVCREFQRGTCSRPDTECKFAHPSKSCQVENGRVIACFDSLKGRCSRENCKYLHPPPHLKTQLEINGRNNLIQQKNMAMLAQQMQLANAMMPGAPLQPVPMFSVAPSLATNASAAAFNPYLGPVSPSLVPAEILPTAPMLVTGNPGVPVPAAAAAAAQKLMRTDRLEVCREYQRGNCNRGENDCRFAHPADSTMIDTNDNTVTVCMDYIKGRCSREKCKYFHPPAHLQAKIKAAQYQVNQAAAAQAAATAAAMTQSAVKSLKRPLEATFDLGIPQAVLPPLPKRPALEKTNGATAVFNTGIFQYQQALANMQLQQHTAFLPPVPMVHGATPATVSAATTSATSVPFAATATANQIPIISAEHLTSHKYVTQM
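Compound titration spanned 92 nM–58 uM against the MBNL1-His/biotin-(CUG)12 complex. After 60 min at room temperature with 5 nM streptavidin-XL665 and 0.055 ng/ul terbium anti-His, ratiometric 665/545 nm emission (Ex 340 nm) normalized to controls.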
uPA generation – blocks generation of uPA at the cell surface; cell surface uPA generation assay, qHTS; Potency, µM (titrated, usually from 38.3 µM), inactives show at the highest dose activity change, negative = inhibition, usual class: inhibitors; 0.31% of 330,000 active; active means well fitted inhibition curve with a large enough effect; inconclusive means small, poorly fitted or top-dose-only effect; inactive means no such curve, though single readings can be large or run the other way; tested in mouse RAW 264.7 cells; further: on the % scale 0 is the no-effect control and ±100 the full control effect; nearly all actives have a fitted effect of over 55% in size
RORgamma inh – blocks mouse ROR gamma transcriptional activity; Drosophila S2 Gal4-RORgamma UAS-luciferase reporter, 20 h; P51450; Potency, µM (doses to about 53.6 µM), for inactives: at the top dose activity change, negative = inhibition, hits mostly inhibitors; 5.4% of 310,000 active; further: on the % scale 0 is the no-effect control and ±100 the full control effect; nearly all actives have a fitted effect of over 60% in size
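Schneider cells (Drosophila), stable Gal4 DBD–ROR gamma + UAS-luc; 1 hr cmpd preincubation; Cu2+ induction 700 uM final; 20 hr ambient; luminescence.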
Gal4-VP16 FLuc – Gal4-VP16 reporter inhibition counter-screen; 3.5% of 310,000 active; Potency, µM (titrated, usually from 53.6 µM), for the others: at the highest dose activity, negative = inhibition, most hits filed as inhibitors; Drosophila S2 Gal4-VP16 UAS-luciferase, luminescence, 20 h;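 further: Gal4-VP16 expression switched on by copper sulfate through the metallothionein promoter; on the % scale 0 is the no-effect control and ±100 the full control effect; nearly all actives have a fitted effect of over 50% in size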
p53 reactivation – re-activators of mutant p53; Potency, µM (titrated, usually from 92.2 µM), for inactives: at the top dose activity change, positive = activation, usual class: activators; AID 504706; H1299 p53-A138V BP100-luciferase reporter, luminescence, 24 h; 0.063% of 320,000 active; further: % of control where 0% means no effect; nearly all actives have a fitted effect of over 45% in size
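H1299 (p53-null), stable ts p53-A138V + BP100-Luc; 1000 cells/well, Opti-MEM/10% FBS; cpd 4 pt, 1:5; 24 h, 37 deg C, 5% CO2; detection reagent 10 min RT; luminescence.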
Rab9 promoter act – Rab9 promoter activation. Huh7 Rab9 promoter-luciferase reporter, luminescence, 24 h. Potency, µM (series often up to 9.22 µM), without a hit: at the top dose activation, negative = inhibition, most hits filed as activators. 2.8% of 320,000 active. AID 485297; further: % of control where 0% means no effect; nearly all actives have a fitted effect of over 60% in size
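Rab9 promoter-driven luciferase in stably transfected Huh7 cells; 1500 cells/well rested 2 h, exposed to compound in DMSO for 24 h at 37 °C, 5% CO2. Luminescence read 10 min after adding luciferase reagent at ambient temperature.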
Active calls of the source: *; ? = inconclusive; / = no result given; & = joins results of further samples; [ ] = remark or other dose. Unless noted, the call rests on the fitted dose curve; in most records, active means well fitted curve in the direction sought with a large enough effect; inconclusive means small, poorly fitted or top-dose-only effect, or another doubt; inactive means no such curve, though single readings can be large; an effect the other way counts as inactive or inconclusive. Potency means the concentration at half of the fitted maximal effect. Compounds were not picked by outcome. About 13% of those tested had a hit in this group.

SMILES	ELG1 genotoxic	BRCA1 expr act	NPC1 prom act	FLuc modulator	MBNL1 CUG block	uPA generation	RORgamma inh	Gal4-VP16 FLuc	p53 reactivation	Rab9 promoter act
Cc1c(C(=O)NCCc2ccccc2)oc2ccc(S(=O)(=O)N3CCOCC3)cc12	-31%[inhibitor]	11%	1%	-13%	?	-1%	48%	1%[0.365 µM]	-1%	-3%
CC(=O)N1CCN(C(=S)Nc2ccc(Oc3ccccc3)cc2)CC1	-3%	1%	-1%	-4%	-6%	2%	-5%	-1%	7%	1%
CSc1cccc(NC(C)C(=O)NCc2ccccc2)c1 (stereo unspecified)	3%	-4%	-2%	-2%	1%	-7%	-19%	-6%	0%	-1%
CCc1ccc(OC)c(S(=O)(=O)NCCOc2ccccc2)c1	-7%	0%	2%	-1%	-7%	-4%	?	?	-9%	-9%
N#Cc1c(Cl)cccc1N1CCCC1	0%	2%	0%	-1%	?	2%	-3%	6%	0%	-2%
CCc1ccc(NC(=S)NC2CC3CCCC(C2)N3Cc2cccs2)cc1 (stereo unspecified)	2%	-36%	-3%	2%	8%	-21%	2µM*	13µM*	-3%	5%
Nc1nc(Nc2cccc(F)c2)nc(NCc2ccco2)c1[N+](=O)[O-]	3%	-49%	-4%	?	3%	0%	33%	-1%	-1%	-5%
O=C(CN1CCN(C(=O)c2ccco2)CC1)Nc1ccccc1	5%	-5%	-1%	3%	-1%	4%	0%	0%	2%	0%
O=C(CSc1nnc(-c2ccccc2)o1)N1CCCCC1	?	3.2µM*	2.8µM*	15µM*	-2%	-1%	-7%	-11%	?	2.5µM*
CSc1ccc(Cl)c(C(=O)OCC(=O)NC2CC2)c1	0%	0%	-1%	3%	-8%	1%	29%	0%	-3%	3%
Cc1ccc(C)n1NC(=O)c1ccc([N+](=O)[O-])cc1	-1%	21%	-4%	0%	?	4%	4%	-20%	11%	9%
CN(C)/N=C/c1ccc([N+](=O)[O-])cc1[N+](=O)[O-]	0%	-38%	3%	-7%	?	/	-35%	5%	14%	-3%
Cc1ccc2cc3cc(C(=O)NCc4ccco4)oc3nc2c1	12%	15%	23%	-18%	?	0%	24%	-9%	3%	25%
CN(CCNC(=O)C1CCN(c2ncnc3c2nc2n3CCCCC2)CC1)Cc1ccccc1	-1%[9.26 µM]	-14%	-4%	0%	2%	2%	-7%	6%	-1%	-3%
O=S(=O)(c1cc(Cl)c(Cl)cc1Cl)N1CCN2CCCC2C1 (stereo unspecified)	3%	0%	1%	-1%	-6%	-17%	/	/	/	-7%
Cc1ccccc1OCCC(=O)N(Cc1ccccc1)c1c(N)n(Cc2ccccc2)c(=O)[nH]c1=O	-7%	-30%	2%	3%	2%	2%	-2%	-12%	1%	-3%
Cn1nnnc1SCC(=O)Nc1nc2c(s1)CCCC2	8.2µM*	?	?	12µM*	-2%	-2%	?	-13%	?	3.2µM*
CCN(CC)C(=O)/C(=C/c1cn(S(=O)(=O)N(C)C)c2ccccc12)NC(=O)c1ccc(OC)cc1	5%	-42%	-7%	0%	-20%	3%	-5%	-2%	2%	-5%
Cc1cc(C)cc(NC(=O)CN(C)CC(=O)N(CC(C)C)c2c(N)n(CC(C)C)c(=O)[nH]c2=O)c1	4%	3%	-8%	2%	/	-10%	/	/	-2%	0%
Cc1cc(C)nc(NS(=O)(=O)c2ccc(NC(=O)c3ccc(O)cc3O)cc2)n1	2%	-8%	2%	1%	-9%	2%	28%	7%	/	0%
COCCn1nnnc1C(CC(C)C)N1CCN(c2nc3ccccc3s2)CC1 (stereo unspecified)	-10%	-1%	-2%	0%	16%	1%	?	-1%	-5%	-16%
Cc1ccc(Nc2cc(=O)[nH]c(=O)[nH]2)cc1C	-2%	-9%	-6%	-1%&6%	-14%	13%	-1%	0%	0%	-1%
O=C(NC(Cc1c[nH]c2ccccc12)C(=O)Nc1ccc(F)c([N+](=O)[O-])c1)c1cccs1 (stereo unspecified)	-10%	-24%	-2%	0%	25%	0%	?	2%	?	4%
C=CCNC(=O)c1cc(Cl)ccn1	1%	-5%	3%	-1%	-3%	-3%	11%	5%	-3%	1%
COc1cc(OC)cc(C(=O)NNC(=O)C2CSC3(C)CCC(=O)N23)c1 (stereo unspecified)	3%	-16%	-2%[1.84 µM]	3%	/	-11%	/	/	5%	2%

3 entries from above, sorted by heavy-atom count, rising:
SMILES	ELG1 genotoxic	BRCA1 expr act	NPC1 prom act	FLuc modulator	MBNL1 CUG block	uPA generation	RORgamma inh	Gal4-VP16 FLuc	p53 reactivation	Rab9 promoter act
CCc1ccc(OC)c(S(=O)(=O)NCCOc2ccccc2)c1	-7%	0%	2%	-1%	-7%	-4%	?	?	-9%	-9%
COc1cc(OC)cc(C(=O)NNC(=O)C2CSC3(C)CCC(=O)N23)c1 (stereo unspecified)	3%	-16%	-2%[1.84 µM]	3%	/	-11%	/	/	5%	2%
CCN(CC)C(=O)/C(=C/c1cn(S(=O)(=O)N(C)C)c2ccccc12)NC(=O)c1ccc(OC)cc1	5%	-42%	-7%	0%	-20%	3%	-5%	-2%	2%	-5%

Next part.
SMILES	ELG1 genotoxic	BRCA1 expr act	NPC1 prom act	FLuc modulator	MBNL1 CUG block	uPA generation	RORgamma inh	Gal4-VP16 FLuc	p53 reactivation	Rab9 promoter act
O=C(NC(CSSCC(NC(=O)c1ccccc1)C(=O)O)C(=O)O)c1ccccc1 (stereo unspecified)	2%	-1%	-5%	-7%	-16%	11%	-12%	-7%	1%	1%
C=CCOc1nc2sc(C)c(C)c2c(=O)n1-c1ccccc1	-3%	-18%	-5%	0%	1%	12%	?	16%	/	-1%
Clc1ccc(-c2csc(N/N=C/c3ccc4c(c3)OCO4)n2)cc1	-5%	-54%	5%	-2%	-6%	5%	-14%	0%	4%	2%
CCS(=O)(=O)N1CCc2nc(-c3ccccc3)sc2C1	?	?	0.63µM*	4.8µM*	4%	2%	-36%	-22%	?	1.1µM*
CCC(=O)NC(=S)N1CCN(c2ccc([N+](=O)[O-])cc2Cl)CC1	-8%	-19%	0%	1%	?	/	4µM*	16µM*	0%	9%
CN(C)S(=O)(=O)c1ccc(C(=O)OC2CCOC2=O)cc1 (stereo unspecified)	2%	14%	1%	-6%	1%	4%	-10%	-1%	1%	-5%
Cn1c(SCC#N)nnc1-c1ccc2c(c1)OCO2	4%	0%	-1%	0%	-6%	-4%	-7%	-12%	-7%	-3%
CCOC(=O)c1cnc(-n2nc(C)cc2C)nc1NC1CCCCC1	-8%	-64%[inhibitor]	-36%[inhibitor]	0%	-5%	-12%	0.35µM*	1.1µM*	?	-38%[inhibitor]
CCC(=O)Nc1ccc(N2CCOCC2)c(S(=O)(=O)Nc2ccc(Cl)cc2)c1	0%	5%	0%	?	/	-21%	/	/	-9%	-2%
CC(OC(=O)c1cnccn1)C(=O)Nc1nc(-c2cccc([N+](=O)[O-])c2)cs1 (stereo unspecified)	14%	?	19%	/	/	-12%	/	/	?	29%
Cc1ccc(C2C3=C(CC(C)(C)CC3=O)Nc3n[nH]c(C)c32)cc1 (stereo unspecified)	-5%	-18%	17%	2%	0%	12%	20%	9%	-6%	5%
Fc1cccc(-c2cc3nc4c(c(NCc5ccco5)n3n2)CCCC4)c1	17%	?	?	7.6µM*	-7%	-23%	-34%	0%	?	?
COc1cc(C(=O)OCC(=O)Nc2ccc(S(=O)(=O)NC3=NCCCCC3)cc2)cc(OC)c1OC	-1%	-1%	/	/	/	3%	/	/	5%	/
Cc1cnc(C(=O)OCC(=O)N2CCc3ccccc32)cn1	2%	46%	10%	-2%	2%	22%	20%	-4%	-3%	6%
Fc1ccc(-c2[nH]ncc2-c2nnnn2-c2ccccc2)c(F)c1	-1%	-14%	-2%	-2%	3%	3%	-1%	3%	-1%	4%
c1cncc(CSc2nnc3ccc(-c4ccco4)nn23)c1	4%	0%	-2%	-3%	?	-3%	-11%	-2%	-4%	-2%
Cc1ccc(Cn2ccc(NC(=O)c3cc(-c4ccc(Cl)cc4)on3)n2)cc1	-2%	-4%	-1%	0%	2%	/	-22%	-4%	22%	0%
O=C(NCCSCc1ccc(Cl)cc1)c1cccs1	-4%	-3%	-5%	3%	-5%	1%	?	2%	-7%	-9%

One compound at a time, as listed above:
CCC(=O)NC(=S)N1CCN(c2ccc([N+](=O)[O-])cc2Cl)CC1 across the screens: ELG1 genotoxic: -8%; BRCA1 expr act: -19%; NPC1 prom act: 0%; FLuc modulator: 1%; MBNL1 CUG block: ?; uPA generation: /; RORgamma inh: 4µM*; Gal4-VP16 FLuc: 16µM*; p53 reactivation: 0%; Rab9 promoter act: 9%
COc1cc(C(=O)OCC(=O)Nc2ccc(S(=O)(=O)NC3=NCCCCC3)cc2)cc(OC)c1OC across the screens: ELG1 genotoxic: -1%; BRCA1 expr act: -1%; NPC1 prom act: /; FLuc modulator: /; MBNL1 CUG block: /; uPA generation: 3%; RORgamma inh: /; Gal4-VP16 FLuc: /; p53 reactivation: 5%; Rab9 promoter act: /

An excerpt from above with just NPC1 prom act and Gal4-VP16 FLuc:
molecule	NPC1 prom act	Gal4-VP16 FLuc
Cc1ccc(C2C3=C(CC(C)(C)CC3=O)Nc3n[nH]c(C)c32)cc1 (stereo unspecified)	17%	9%
CCC(=O)Nc1ccc(N2CCOCC2)c(S(=O)(=O)Nc2ccc(Cl)cc2)c1	0%	/
Fc1ccc(-c2[nH]ncc2-c2nnnn2-c2ccccc2)c(F)c1	-2%	3%

Screening results from PubChem BioAssay.
